# Screening results as filed in PubChem.
# OX1R antag-1: antagonists of human orexin 1 receptor (OX1R); OX1R-expressing cells, FRET antagonist read-out; inhibition, % at 6.6 µM; actives 1.8% (n = 330,000); AID 485270, 2010; in the data active means inhibition mostly above about 38%, no sharp cut-off; inactive means mostly below about 40%;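 further: 0% = agonist challenge alone and 100% = reference antagonist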
# Target sequence (O43613 whole entry, looked up): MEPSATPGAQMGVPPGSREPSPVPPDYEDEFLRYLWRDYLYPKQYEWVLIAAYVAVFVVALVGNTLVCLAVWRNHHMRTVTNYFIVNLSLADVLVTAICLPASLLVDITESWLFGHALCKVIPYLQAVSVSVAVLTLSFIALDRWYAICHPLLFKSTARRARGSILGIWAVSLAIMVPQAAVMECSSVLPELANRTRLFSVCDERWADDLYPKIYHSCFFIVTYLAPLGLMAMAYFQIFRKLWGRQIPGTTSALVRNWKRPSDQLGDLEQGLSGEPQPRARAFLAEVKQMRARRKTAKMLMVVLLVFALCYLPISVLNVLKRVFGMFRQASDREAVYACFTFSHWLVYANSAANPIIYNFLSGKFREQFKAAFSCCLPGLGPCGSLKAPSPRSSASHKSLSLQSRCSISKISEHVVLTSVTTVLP
# OX1R antag-2: OX1R (HCRTR1) antagonists, primary screen, fluorescence, CHO/OX1R cells, Fluo-8 calcium, orexin A; actives 0.43% (n = 330,000); Fluo-8 calcium fluorescence; AID 434989, 2010; inhibition, % at 5 µM;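 active means inhibition above its plate's threshold, mean inhibition of all tested compounds on the plate plus 3 SD, cut at about 37% in these data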;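 further: 0% = orexin A challenge wells and 100% = SB-334867-A antagonist wells; not every result past the cut was called active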
# Active calls of the source: *.
mol,OX1R antag-1,OX1R antag-2
COc1cc2c(cc1OC)C(c1ccncc1)CC(=O)N2 (stereo unspecified),19,-2
COc1ccc(NC(=O)Nc2cccc3c2O[C@H](CN(C)S(=O)(=O)c2cccs2)[C@@H](C)CN([C@H](C)CO)C3=O)cc1,7,-19
O=C(NCc1ccccc1)c1cccnc1N1CCOCC1,15,-16
COc1ccc(-c2nnc(NC(=O)c3c(OC)cccc3OC)s2)cc1,19,-13
CSCCC(NC(=O)C1CC1)c1nc2ccccc2[nH]1 (stereo unspecified),15,-35
COC(=O)COc1ccc(=O)n(-c2ccccc2)n1,13,-12
CCOC(=O)c1cnc2nc(Cc3ccccc3)[nH]n2c1=O,-2,-7
CC(=O)Nc1ccc(N2CCOCC2)c(C(=O)Nc2cccc(C)c2)c1,5,-15
O=C(Nc1cccc(S(=O)(=O)C(F)F)c1)c1ccc(S(=O)(=O)N2CCCC2)cc1,22,-22
CCN(CC(=O)O)S(=O)(=O)c1cc(Cl)ccc1Cl,9,-6
COCCNC(=S)N1CCC(C(=O)c2ccc3c(c2)OCCO3)CC1,19,-9
CC(C)c1ccc(OCC(=O)NCCO)cc1,9,-13
O=C(NCCc1ccc(Cl)cc1)c1ccc2ccccc2n1,35,-13
COC(=O)C1CCN(C(=O)COC(=O)Cc2c[nH]c3ccccc23)CC1,19,-21
Cc1[nH]c2ccccc2c1C(=O)CSc1ccc(Cl)cc1,12,9
CSc1nc(N2CCOCC2)cc(N2CCOCC2)n1,7,5
CN(Cc1ccccc1)C(=O)c1ccccc1NC(=O)C1=CSCCO1,8,6
Cc1c(F)cccc1NC(=O)c1ccc2c(c1)CCN2S(C)(=O)=O,17,-7
Cc1nc2ccc(S(=O)(=O)c3ccc4nc(C)[nH]c4c3)cc2[nH]1,-3,-9
Cc1nnc(SCC(=O)Nc2cccc(S(N)(=O)=O)c2)n1-c1ccccc1,1,-10
CC/C(=N\NC(=O)c1c(C)nc2ccccn12)c1ccc(Cl)cc1,43,-20
CCOc1ccccc1C(=O)Oc1cc(C)[nH]c(=O)c1[N+](=O)[O-],8,-3
O=C(N/N=C/c1ccc(O)cc1)c1cc(C2CC2)[nH]n1,-9,-11
COc1ccc(NC(=O)c2ccc3ccccc3n2)cc1S(=O)(=O)Nc1ccccc1Cl,40,1
CC(C)C(CCN1C(=O)CCC1=O)C1CCOC(C)(C)C1 (stereo unspecified),6,-7
CCOC(=O)C1CCN(C(=O)c2ccc(C)o2)CC1,-3,-3
CN1CCN(C(=O)/C(=C/c2cccs2)NC(=O)c2cccs2)CC1,8,-32
CCCCOc1ccc(C(=O)NCC(=O)N2CCN(C(=O)c3ccco3)CC2)cc1,24,-18
O=S(=O)(c1ccc(S(=O)(=O)N2CCN3CCCC3C2)cc1)N1CCCC1 (stereo unspecified),12,-9
COC(=O)c1c(C)nn(-c2ccccc2)c1-n1cccc1,13,-24

# Seven records picked at random from those above, as already listed:
mol,OX1R antag-1,OX1R antag-2
Cc1nc2ccc(S(=O)(=O)c3ccc4nc(C)[nH]c4c3)cc2[nH]1,-3,-9
COc1ccc(-c2nnc(NC(=O)c3c(OC)cccc3OC)s2)cc1,19,-13
Cc1nnc(SCC(=O)Nc2cccc(S(N)(=O)=O)c2)n1-c1ccccc1,1,-10
COc1ccc(NC(=O)Nc2cccc3c2O[C@H](CN(C)S(=O)(=O)c2cccs2)[C@@H](C)CN([C@H](C)CO)C3=O)cc1,7,-19
CCN(CC(=O)O)S(=O)(=O)c1cc(Cl)ccc1Cl,9,-6
O=C(Nc1cccc(S(=O)(=O)C(F)F)c1)c1ccc(S(=O)(=O)N2CCCC2)cc1,22,-22
Cc1c(F)cccc1NC(=O)c1ccc2c(c1)CCN2S(C)(=O)=O,17,-7

# Carrying on:
mol,OX1R antag-1,OX1R antag-2
CCOc1ccc(-c2nc(-c3ccncc3)no2)cc1OCC,6,3
O=C(NCc1ccco1)C1CCC(CNS(=O)(=O)c2cccc3cccnc23)CC1 (stereo unspecified),8,-25
CCCCN(C)CCCNC(=O)C1(O)c2ccccc2NC(=O)N1c1ccc(Cl)cc1 (stereo unspecified),1,8
FC(F)(F)c1cc(C(F)(F)F)c2ccc(N3CCN(c4ncccn4)CC3)nc2n1,10,-5
CCCN1C(=O)C(O)(C/C(C)=N/O)c2ccccc21 (stereo unspecified),12,-1
CCC(=O)Nc1cc(C)c(NC(=O)c2ccccc2OC)cn1,12,-31
COc1ccc(CN2CCNC(=O)C2CC(=O)NCc2csc(C)n2)c(F)c1 (stereo unspecified),12,-11
CC(C)c1nc(SCC(=O)NC2CCCCC2)c2ccccc2n1,17,-16
CCCCC(=O)Nc1nc2c(OC)ccc(OC)c2s1,14,-29
CCN(CC)S(=O)(=O)c1ccc(NC(=O)COc2nc3ccccc3nc2N2CCOCC2)cc1,6,-23
COC(=O)c1c(C)oc(C)c1S(=O)(=O)NC(C)(C)C,6,-12
CCN1C(=O)/C(=C/c2ccc(C)s2)SC1=Nc1ccc(OC)cc1,31,-38
CC1(C)CC(=O)C(C(c2cccnc2)C2C(=O)CC(C)(C)CC2=O)C(=O)C1,25,-10
Cc1ccc(CSc2nnc(SCC(=O)N/N=C/c3c(C)nn(-c4ccccc4)c3C)s2)cc1,29,-31
COc1c(F)c(F)c(C(=O)Nc2ccccc2N2CCN(C(=O)C(C)C)CC2)c(F)c1F,10,-22
COc1ccc(CCN(C(=O)c2cccc(F)c2)C2CC(=O)N(c3ccccc3)C2=O)cc1 (stereo unspecified),13,-28
O=C(N/N=C/c1ccccc1Cl)c1ccc(F)cc1,9,-5
CCOC(=O)c1cc(-c2ccccc2)sc1NC(=O)c1ccc(OC)c(OC)c1,-5,-12
COCCCNC(=O)c1cc(C(=O)c2c(-c3c(Cl)cccc3Cl)noc2C)c[nH]1,4,-41
Cc1cc(NC(=O)CCC(=O)N(CC(=O)NC2CCCC2)c2ccc(Cl)cc2)no1,18,-31
O=C(CCC1CCCCC1)NCCS(=O)(=O)N1CCN(c2ccccc2F)CC1,25,-11
Clc1ccc(CSc2nnc(Cn3cnc4ccccc43)o2)cc1,32,40
C/C(=N\Nc1ccc(S(=O)(=O)N2CCCCC2)cn1)c1ccc(O)cc1,7,-12
O=C(Nc1cccc(F)c1)N1CCCCCC1,-3,-4
COc1ccc2c3c(cccc13)OC2=O,15,-8
CCc1ccc(N(C(=O)Cc2cccs2)C(C(=O)NC2CCCCC2)c2cn(C)nc2C)cc1 (stereo unspecified),11,-30
CN(C)c1nc(NN)nc(Nc2ccc(F)cc2)n1,20,-36
Cn1cccc1Cc1nnc(SCC(=O)Nc2ccccc2F)n1-c1ccc(F)cc1,21,-7
COc1ccccc1-c1c(C#N)c(N)nc2c1CCC2,15,-18
N#Cc1ccccc1NCc1ccccc1,27,-13

# (listing goes on)
# Value order: OX1R antag-1, OX1R antag-2
> O=C(CSc1nc2ccccc2[nH]1)NCc1ccc(F)cc1
    9, -29
> COc1ccc(NC(=S)N/C(=N/CS(=O)(=O)c2ccccc2)c2ccccc2)cc1
    35, 2
> COc1ccccc1NS(=O)(=O)c1cccc(C(=O)N/N=C(\C)c2ccc3c(c2)OCCO3)c1
    11, -26
> COc1cccc(NC(=O)c2ccc(N3C(=O)C4CC=CCC4C3=O)cc2)c1 (stereo unspecified)
    7, 6
> CCNCC(=O)N1c2ccccc2CCc2ccc(NC(=O)OC(C)C)cc21
    2, -32
> COc1ccc(-c2[nH]ncc2CN2CCN(C(=O)c3cccs3)CC2)c(F)c1
    6, -11
> CCn1ccnc1CNC(=O)CC1C(=O)NCCN1Cc1ccc(OC)cc1OC (stereo unspecified)
    4, -9
> N/C(=N\OC(=O)Cc1ccccc1)c1ccccc1Cl
    15, -5
> Cn1c(=O)[nH]c(=O)c2c1nc(N1CCCCC1)n2CCOc1ccccc1
    7, -28
> Cc1ccn2c(=O)nc(SCC(=O)Nc3ccc4c(c3)OCCO4)nc2c1
    4, -6
> CCNC(=O)c1sc(=S)n(-c2ccc(C)cc2)c1N
    13, -2
> C(=N\Nc1nc2ccccc2[nH]1)/C1CCCCC1
    13, -37
> CCN(CC)c1ccc(/C=C2\SC(=O)N(C(C)C)C2=O)o1
    25, -20
> COc1ccc(-c2nn(-c3ccccc3)cc2/C=C2/SC(=S)N(CCCC(=O)O)C2=O)c(C)c1
    16, 6
> O=C(COC(=O)c1ccc(F)cc1F)NC1CC1
    5, -39

# A draw from above in order of length of the SMILES, largest number first:
# Value order: OX1R antag-1, OX1R antag-2
> COc1ccccc1NS(=O)(=O)c1cccc(C(=O)N/N=C(\C)c2ccc3c(c2)OCCO3)c1
    11, -26
> COc1ccc(NC(=S)N/C(=N/CS(=O)(=O)c2ccccc2)c2ccccc2)cc1
    35, 2
> COc1ccc(-c2[nH]ncc2CN2CCN(C(=O)c3cccs3)CC2)c(F)c1
    6, -11
> CCn1ccnc1CNC(=O)CC1C(=O)NCCN1Cc1ccc(OC)cc1OC (stereo unspecified)
    4, -9

# (further entries)
# Value order: OX1R antag-1, OX1R antag-2
> O=S(=O)(c1ccccc1)N1N=C(c2ccccc2)CC1c1ccccc1F (stereo unspecified)
    6, -34
> COc1ccc(CNC(=O)Cn2cnc3c(OCc4ccccc4)ncnc32)cc1
    -4, -9
> COc1ccc(-c2cc3nc[nH]c(=O)c3s2)cc1
    19, -4
> CCCCN(C(=N)N1CCCCC1)c1nc(C)c([N+](=O)[O-])c(=O)[nH]1
    9, -3
> CCN(CC)S(=O)(=O)c1ccc(N2C(=O)CC2(/C=C/c2ccccc2)C(=O)NC2CCCC2)cc1 (stereo unspecified)
    8, -2
> COc1cc(CNc2nc3ccccc3[nH]2)cc(OC)c1OC
    10, -26
> Nc1nc(Nc2cccc(F)c2)nc(N2CCOCC2)c1[N+](=O)[O-]
    16, -16
> CC(=O)Oc1ccc(-c2ccc(C(=O)OCC(=O)c3c(N)n(C)c(=O)n(C)c3=O)cc2)cc1
    9, 21
> COc1ccc(/C=C(/NC(=O)/C=C/c2ccccc2)C(=O)O)cc1
    12, 1
> O=C(c1ccc(S(=O)(=O)N2CCCC2)cc1)N1CCN(c2ccccc2)CC1
    18, -17
> CN1CCN(C(=O)CNC(=O)c2cccs2)CC1
    5, -11
> CCCCC1=NN2C(=N)CC(=O)N=C2S1
    7, -3
> Cc1cccc(NS(=O)(=O)c2cc3c(cc2C)n(C)c(=O)c(=O)n3C)c1
    5, -9
> Cc1cc(Nc2ccc3c(c2)OCCO3)c2ccccc2n1
    16, -25
> Cc1ccc(NS(=O)(=O)c2ccc(C(=O)N3CCCCCCC3)cc2)cc1
    21, -7

# Taken from above:
# CCCCN(C(=N)N1CCCCC1)c1nc(C)c([N+](=O)[O-])c(=O)[nH]1 | OX1R antag-2 = -3
# Nc1nc(Nc2cccc(F)c2)nc(N2CCOCC2)c1[N+](=O)[O-] | OX1R antag-1 = 16
# COc1cc(CNc2nc3ccccc3[nH]2)cc(OC)c1OC | OX1R antag-2 = -26
# Cc1cc(Nc2ccc3c(c2)OCCO3)c2ccccc2n1 | OX1R antag-1 = 16
# O=C(c1ccc(S(=O)(=O)N2CCCC2)cc1)N1CCN(c2ccccc2)CC1 | OX1R antag-1 = 18
# CN1CCN(C(=O)CNC(=O)c2cccs2)CC1 | OX1R antag-2 = -11
# O=S(=O)(c1ccccc1)N1N=C(c2ccccc2)CC1c1ccccc1F (stereo unspecified) | OX1R antag-2 = -34

# Additional entries follow.
# Value order: OX1R antag-1, OX1R antag-2
> O=C(COC(=O)c1ccc(OC(F)(F)F)cc1)NCCN1C(=O)CSC1=O
    2, -5
> O=C1CC(=O)N(Cc2ccco2)C(=S)N1
    9, -8
> COc1ccccc1CN(C)CC(=O)Nc1ccc(Cl)cc1F
    8, -21
> O=C(N1CCOCC1)N1CCN(CC(O)COc2ccc3ccccc3c2)CC1 (stereo unspecified)
    15, -15
> Cc1nc(-c2cc(C#N)c(Sc3ccc(Cl)cc3Cl)nc2C)cs1
    4, -22
> O=C(CN1C(=O)CC(c2ccco2)Sc2ccccc21)Nc1ccccc1F (stereo unspecified)
    13, -17
> COC(=O)c1ccccc1NC(=O)COC(=O)[C@H](C)NC(N)=O
    12, -12
> O=C(COc1ccc2c3c(c(=O)oc2c1)CCC3)Nc1ccccn1
    -4, -7
> CCCCN(CC)CCCNC(=O)CC1Nc2ccccc2NC1=O (stereo unspecified)
    21, -17
> CCCCc1n[nH]c2c1/C(=N/OCC)CC(C)(C)C2
    29, -14
> CCc1ccc(S(=O)(=O)n2c(C)nc3ccccc32)cc1
    4, -10
> O=C(O)C1CCN(C(=O)CSc2nc3cc(Cl)ccc3c(=O)n2Cc2ccccc2)CC1
    4, -22
> O=[N+]([O-])c1cc(S(=O)(=O)N2CCCC2)ccc1NN=C1CCCCC1
    12, 2
> COc1ccc(OC)c(C2=Nn3c(nnc3C3CCCCC3)SC2)c1
    9, -24
> CCCN1CNC(=S)N(c2cccc(C)c2)C1
    1, -11
> COc1ccccc1-n1nnnc1SCC(=O)Nc1oc(C)c2c(C)n[nH]c(=O)c12
    28, -6
> COc1cc(OC)cc(-c2cc3cc4c(cc3cn2)OCO4)c1
    31, 0
> CCOc1cc(N2CCOCC2)c(OCC)cc1NC(=O)[C@H](C)N1C(=O)C2CC=CCC2C1=O (stereo partly specified)
    10, -6
> COc1cccc2cc(-c3nnc(SCC(=O)NCc4ccccc4)n3C)oc12
    6, -16
> O=C(CN1CCOCC1)Nc1nc2ccc(F)cc2s1
    -1, -7
> Cc1cc(C(=O)Nc2ccc(Cl)cc2)on1
    -9, 21
> COc1ccc(CC(=O)N(C)Cc2ccc(Cl)cc2)cc1S(=O)(=O)N1CCOCC1
    17, -11
> Cc1nn(Cc2ccc(Cl)cc2Cl)c(C)c1NC(=O)NC12CC3CC(CC(C3)C1)C2
    0, -21
> COc1ccccc1C(=O)Nc1nc2ccccc2[nH]1
    20, -38
> Cc1ccc(NC(=S)N2CCN(c3ncccn3)CC2)c(C)c1
    17, -17
> COc1ccccc1N1CCN(C(=O)C(=O)c2c[nH]c3ccccc23)CC1
    15, -7
> COc1cccc(N2CCN(CC(=O)c3c(C)[nH]c4ccccc34)CC2)c1
    7, -17
> NNC(=O)CN1CCCc2ccccc21
    3, -20
> CCCN(CCC)S(=O)(=O)c1ccc(C(=O)N2CC3CCC(CC3)C2)cc1
    7, -5
